HIV RNase H inh – blocks HIV-1 RNase H cleavage of RNA/DNA duplex; P04585; RT-RNase H RNA/DNA duplex cleavage, fluorescence; inhibition, % at 10 µM; 65,000 compounds, 1.9% hits; in the data active = inhibition above about 50%
RmlCD inh mix – RmlC/RmlD inhibition, mixture screen | 110,000 compounds, 0.39% hits | inhibition, % at 5.5 µM | AID 1532 | RmlC/RmlD coupled enzyme inhibition, 384-well mixture HTS; in the data active = inhibition above about 30%, passing the limit was not always enough; inconclusive = no clear call, values can overlap the other calls; also: strong numbers were not always called active
Active calls of the source: *; u = inconclusive; x = not tested or not shown. An excerpt; count on the stated rates, not on these rows.

SMILES | HIV RNase H inh | RmlCD inh mix
O=C(O)c1ccccc1-c1ccccc1C(=O)Nc1ccccc1 | x | 1
Cn1c(SCc2ccccc2Cl)nc2ccccc21 | x | 24
CC(NC(=O)CCc1ccc(S(=O)(=O)NC2CCCCC2)cc1)c1ccccc1 (centres undefined) | x | 8
COc1ccc(C(CCN2CCCCC2)c2c(OC)cc(OC)c3c(-c4ccccc4)cc(=O)oc23)cc1 (centres undefined) | x | 10
Nc1nonc1-c1noc(COc2ccccc2Cl)n1 | -88 | 45
Cc1c(NS(=O)(=O)CC23CCC(CC2=O)C3(C)C)c(=O)n(-c2ccccc2)n1C (centres undefined) | -11 | 5
O=C(O)c1ccccc1C(=O)c1cccs1 | -4 | -1
CCCCS/C(N)=N/N=C/c1cc(C)ccc1O | x | 7
CCOc1ccc(-c2nc(N)nc(C)c2-c2ccc(OC)c(OC)c2)c(O)c1 | -9 | -12
O=C(NC1CCCCC1)C1CC(=O)N(CCc2ccccc2)C1 (centres undefined) | x | 12
COc1ccc(OC)c2[nH]c(C(=O)O)cc12 | x | -15
Cc1nccn1CC(=O)O | 2 | -12
COc1ccc(C(=O)CSc2nnc(Cc3ccccc3)o2)cc1 | -9 | 16
CCC(C)NC(=O)C1CCN(C(=O)N(C)C)CC1 (centres undefined) | 2 | -14
CC(C)C[C@H](N)c1nnc(S(=O)(=O)Cc2cccc(F)c2)o1 | 15 | 1
CSc1nc(N(C)CCO)c2sc3nc(-c4ccco4)c4c(c3c2n1)CCC4 | x | -4
Cc1ccc2nc(-c3ccc(SCC(=O)Nc4cc(C)on4)nc3)[nH]c2c1 | 3 | -4
CCOc1ccc2[nH]c(=O)c(CN(Cc3ccco3)C(=O)c3ccc(Br)cc3)cc2c1 | 17 | -1
COC(=O)c1ccc(C(=O)OC)c(NC(=O)CSc2cccc[n+]2[O-])c1 | x | -9
CCCCOc1ccc(C(=O)Nn2cnnc2)cc1 | -9 | -31
COc1cc(-c2cc(C(F)(F)F)n3ncc(C(=O)O)c3n2)cc(OC)c1OC | 7 | -7
CCCC(=O)N=c1sc2cccc(F)c2n1C | -25 | 12
CN(CCCNC(=O)C1CCC(=O)N1Cc1ccc(F)cc1)c1ccccc1 (centres undefined) | 31 | -6
COc1cc2c(cc1OC)CN(Cc1cc(=O)n3cc(C)ccc3n1)CC2 | -8 | 52
CC(C)n1cc(/C=C2\NC(=O)N(c3cccc(Cl)c3)C2=O)c2ccccc21 | x | 1
More structures follow:
SMILES | HIV RNase H inh | RmlCD inh mix
CCOc1c2ccc(C(=O)NCc3ccco3)cc2nn1CC | x | 21
CCc1c(C)sc(NC(=O)c2cc(C3CC3)on2)c1C#N | 33 | 0
O=C(Nc1cc(C(=O)N2CCOCC2)ccc1N1CCCC1)c1cccs1 | -3 | -4
Cc1ccc(N(C(=O)c2ccccn2)C2(C(=O)NC3CCCC3)CCCCC2)cc1 | x | -10
O=C(NCCN1CCOCC1)C1CCC(=O)N1Cc1ccc(F)cc1 (centres undefined) | x | 6
Cc1cc(N2CCCCC2)n2ncc(-c3ccc(Cl)cc3)c2n1 | -10 | -28
CC(C)C(NC(=O)OC(C)(C)C)C(=O)N1CCCC1C(=O)NC(Cc1ccccc1)C(N)=O (centres undefined) | -12 | u
Cc1cc(C)c2c(=O)[nH]n(C3CCOC(C)(C)C3)c2n1 (centres undefined) | -4 | -18
COc1ccc(-c2ccnc3nc(N4CCOCC4)nn23)cc1 | x | u
CCc1nnc(NC(=O)c2cccc(S(=O)(=O)N3CCc4ccccc43)c2)s1 | 12 | 5
CCOC(=O)Cn1cc([N+](=O)[O-])nc1[N+](=O)[O-] | x | -10
Cc1nn(-c2ccccc2)c(C)c1C(=O)OCC(=O)NCc1ccco1 | -1 | 3
C/C=C(\C)C(=O)Nc1cccc(C2=NOC3(C2)C[C@H](C(N)=O)N(C(=O)CC#N)C3)c1 (some centres undefined) | x | 4
CCOC(=O)c1n[nH]c2ccccc12 | -6 | x
CCOC(=O)c1c(C)c(C(=O)N2CCCCCC2)c(C)n1C | -8 | -3
O=C(CSCc1ccccc1)NNC(=S)Nc1cccc(Cl)c1Cl | x | -13
O=C(CSc1ccc2nnc(-c3cccnc3)n2n1)N1CCc2ccccc21 | -8 | x
CCOC(=O)N1CCC(NC(=O)Cn2nc(Cc3ccncc3)c3ccccc3c2=O)CC1 | 0 | -16
O=c1sc(N2CCN(c3ccccc3F)CC2)nc2ccsc12 | 50 | -8
CC(C)C12CN3CCN(CC(C3)C1O)C2 (centres undefined) | 2 | x
CSc1oc(-c2ccccc2)nc1S(=O)(=O)c1ccc(C)cc1 | -12 | -20
Cn1c(SCc2ccccc2)nnc1C1CCCNC1 (centres undefined) | -4 | -10
CCC(Sc1nc2cc3c(cc2c(=O)n1Cc1ccco1)OCO3)C(=O)Nc1cccc(OC)c1 (centres undefined) | 60* | 8
CCOC(=O)c1cnc(SC)nc1Sc1cc(Cl)ccc1Cl | x | -13
O=C(Nc1ccn(Cc2ccc(F)cc2)n1)c1ccncc1 | -7 | -12
Carrying on:
SMILES | HIV RNase H inh | RmlCD inh mix
COc1cccc(Nc2c(F)c(F)c(F)c(F)c2C(=O)O)c1 | -6 | -12
CCn1nc(C)c(NS(=O)(=O)c2ccc(C)cc2)c1C | x | 7
O=S(=O)(/N=C(\Sc1ccc(Cl)cc1)c1ccccc1)c1ccccc1 | x | 2
CCCCCCCCCCCCN1[C@@H](CC(=O)OC)c2cc(F)ccc2S1(=O)=O | x | -1
CC1CCc2ccccc2N1C(=O)c1cccs1 (centres undefined) | -25 | 5
CCOC(=O)c1cc(-c2ccccc2)nn1CC1CC(c2ccc(Cl)cc2)=NO1 (centres undefined) | x | -4
COC(=O)c1cc(OC)c(OC)cc1NC(=O)c1cccnc1 | -21 | 53
CSc1ccccc1C(=O)NCC1CCCO1 (centres undefined) | x | -12
Cc1ccc(C)c(OCC(=O)Nc2cc(C)on2)c1 | -12 | 21
O=C(c1ccccc1)N1CCN(C2c3cccc4cccc(c34)C2NS(=O)(=O)c2ccccc2)CC1 (centres undefined) | x | 10
O=C1c2cccc3c(O)ccc(c23)C(=O)N1Cc1ccccc1 | x | -25
C/C(=N\Nc1nc(N)cc(Cl)n1)c1cccc([N+](=O)[O-])c1 | x | -4
CCCCn1nnc(NC(=O)COc2cc(C)ccc2C(C)C)n1 | -11 | -7
CN1C(=O)NC(=O)[C@]2(Cc3ccccc3N3CCN(c4ccccc4)CC32)C1=O (some centres undefined) | x | -6
CC(C)COC(=O)Nc1ccccc1C(=O)N1CCOCC1 | 1 | 3
O=C(Cn1ncc2c3ccccc3n(Cc3ccc(F)cc3)c2c1=O)N1CCN(c2ncccn2)CC1 | x | 56
CCOC(=O)C1CCN(C(=O)CN(Cc2ccc(Cl)cc2)S(C)(=O)=O)CC1 | -7 | 13
COc1ccccc1OCC(=O)Nc1ccc(S(=O)(=O)NC(C)=O)cc1 | 4 | -3
CCOC(=O)C1CCCN(C(=O)c2ccc(CS(=O)(=O)Cc3ccccc3C)o2)C1 (centres undefined) | -14 | x
CCOC(=O)NC1(C(F)(F)F)C(=O)NC(C)=C1C(=O)OC (centres undefined) | -4 | 3
Cc1cc(C)cc(C(=O)NC(CC(N)=O)c2ccc(NC3CCCCCC3)c([N+](=O)[O-])c2)c1 (centres undefined) | x | -10
OC1CCN(c2c3c(nc4cc(-c5ccc(F)cc5)nn24)CCC3)CC1 | x | 5
O=c1nc(NC2CCCC2)ccn1Cc1cccc(Br)c1 | -8 | 10
COc1ccc(CCNC(=O)C2CCN(c3ccc(N4CCOCC4)nn3)CC2)c(OC)c1 | x | 14
CCOc1cc(S(=O)(=O)Nc2ccccn2)ccc1F | -8 | -46

The list goes on (4 carried over from the part before).
SMILES | HIV RNase H inh | RmlCD inh mix
OC1CCN(c2c3c(nc4cc(-c5ccc(F)cc5)nn24)CCC3)CC1 | x | 5
O=c1nc(NC2CCCC2)ccn1Cc1cccc(Br)c1 | -8 | 10
COc1ccc(CCNC(=O)C2CCN(c3ccc(N4CCOCC4)nn3)CC2)c(OC)c1 | x | 14
CCOc1cc(S(=O)(=O)Nc2ccccn2)ccc1F | -8 | -46
O=C(c1ccc(Cl)c(Cl)c1)N1CCCC1 | x | 2
COCCCNC(=O)CN1C(=O)CSc2ncccc21 | -3 | -2
CCOC(=O)c1cccc(N/C=C/C(=O)c2ccc(OC)c(OC)c2)c1 | x | 4
CC(C)[C@@H]1NC(=O)c2cc([N+](=O)[O-])cc(I)c2OCC[C@@H](C(N)=O)NC(=O)[C@H](CCC(=O)O)NC1=O | x | -4
Cc1ccc(C(=O)NC2CCN(C(=O)N3CCOCC3)CC2)cc1 | 0 | -6
CC(C)NCC(O)COc1cccc2ccccc12 (centres undefined) | x | -1
O=C(CCn1c(=O)[nH]c2ccsc2c1=O)N(CCc1ccccc1)Cc1ccccc1 | x | 3
CCOC(=O)N1CCC(NC(=O)Cc2cn(C)c3ccccc23)CC1 | -13 | 1
COc1cc(S(=O)(=O)N2CCCCC2)ccc1NC(=O)c1ccc(F)cc1 | 0 | -9
CC(C)COC(=O)c1ccccc1C(=O)OCC(C)C | x | 5
O=C(CCCN1C(=O)c2ccccc2C1=O)Oc1ccc(F)cc1 | -35 | 13
CCOC(=O)c1cccc(NC(=O)CSc2nnc(COc3ccc(Cl)cc3)o2)c1 | 20 | 4
O=C(NCN1CCc2ccccc2C1)c1ccccc1 | -9 | 1
COc1ccc(N2C(=O)CC(N3CC=C(c4ccccc4)CC3)C2=O)cc1 (centres undefined) | -7 | -10
COc1cccc(OCc2nnc(SCC(=O)NCc3ccco3)n2C)c1 | x | 2
Cc1ccc(-c2nnc3n2N=C(c2ccc(Br)cc2)CS3)cc1 | 32 | -13
O=C(Nc1cc2c(cc1Cl)OCCO2)c1ccco1 | x | 2
COc1ccc(CN2CCCC(C(=O)N3CCCC3)C2)cc1 (centres undefined) | -8 | 6
CC(=O)NC1CCN(C(=O)N2CCCC2)CC1 | -20 | -9
O=S(=O)(c1ccc(F)cc1)N(CCO)CC(O)Cn1c2ccccc2c2ccccc21 (centres undefined) | -18 | -27
COCCn1c(Cc2ccccc2)nnc1SCC(=O)N1CCCCC1C (centres undefined) | x | -6
O=C(CCSc1ccc(Cl)cc1)N1CCOCC1 | x | 0
CCNC(=S)NNC(=O)c1cccnc1 | x | 3
Cc1cc(=O)oc2cc(OC(C)C(=O)Nc3ccc(N4CCOCC4)cc3)ccc12 (centres undefined) | x | 3
Cc1cc(C(F)(F)F)n2ncc(-c3ccccc3)c2n1 | -19 | 6
The listing continues.
SMILES | HIV RNase H inh | RmlCD inh mix
Cc1ccc(CN(c2ccc(C(=O)NCc3ccc4c(c3)OCO4)cc2)S(C)(=O)=O)cc1 | x | 4
CC1CN=C(Nc2ccc(N(C)C)cc2)S1 (centres undefined) | 3 | -12
Cc1cc(NC(=O)C2COc3ccccc3O2)no1 (centres undefined) | -7 | -7
CN1CCN(c2ncccc2S(=O)(=O)N2CCCCC2)CC1 | x | -7
CN1C2CCC1CC(OC(=O)c1c[nH]c3ccccc13)C2 (centres undefined) | 1 | 1
Cc1cc(-c2ccccc2)nc2[nH]n(-c3ccccc3)c(=O)c12 | x | -10
COc1ccc(OC)c(NC(=O)c2cnn(-c3ccccc3Cl)c2NC(=O)c2ccco2)c1 | x | 3
NS(=O)(=O)c1cc2c(cc1Cl)NCNS2(=O)=O | 8 | 1
Cc1ccc2nc(NC3=NCN(Cc4cccnc4)CN3)nc(C)c2c1 | 3 | x
CCCc1nnc(SCC(=O)N2CCCCC2)n1CC1CCCO1 (centres undefined) | x | 9
COc1ccc(CNC(=O)C2CC(c3ccc(F)cc3)=NO2)cc1 (centres undefined) | 0 | 8
Cc1ccc(-c2nn(CC(=O)O)c(=O)c3ccccc23)cc1 | 0 | -8
O=c1[nH]c(=O)n(-c2cccc(Cl)c2)c(O)c1C=NCCN1CCCCC1 | 0 | x
COC(=O)C1=C[C@@H](C(=O)OC)[C@@H]2C3=C(C(=O)[C@@]2(C)NC(=O)c2ccccc2)[C@H](C)n2c(=O)n(C)c(=O)n2[C@@H]3C1 | x | 12
Cc1sc(NC(=O)c2ccc(Br)s2)c(C(N)=O)c1C | x | -2
CCCn1c2c(c(O)c(C(=O)Nc3ccc(OC)cc3)c1=O)CCCC2 | 0 | 6
Cc1ccc(S(=O)(=O)N(C)CC(=O)OCc2nnc(-c3ccccc3)o2)cc1 | -41 | -9
CCN(CCCNC(=O)CCNC(=O)Cn1ccc2ccccc2c1=O)c1ccccc1 | -3 | -13
COc1ccc(C2CC2/C(C)=N/OC(=O)c2cccs2)cc1 (centres undefined) | x | -7
COC(=O)c1cc(CSc2nc3ccccc3[nH]2)oc1C | x | -16
COc1ccc(CNC(=O)c2cc3c(s2)CS(=O)C3)cc1 (centres undefined) | x | 4

Filtered by structure: the compounds so far with a furan ring, fused or not (10)
SMILES | HIV RNase H inh | RmlCD inh mix
CSc1nc(N(C)CCO)c2sc3nc(-c4ccco4)c4c(c3c2n1)CCC4 | x | -4
CCOc1ccc2[nH]c(=O)c(CN(Cc3ccco3)C(=O)c3ccc(Br)cc3)cc2c1 | 17 | -1
CCOc1c2ccc(C(=O)NCc3ccco3)cc2nn1CC | x | 21
Cc1nn(-c2ccccc2)c(C)c1C(=O)OCC(=O)NCc1ccco1 | -1 | 3
CCC(Sc1nc2cc3c(cc2c(=O)n1Cc1ccco1)OCO3)C(=O)Nc1cccc(OC)c1 (centres undefined) | 60* | 8
CCOC(=O)C1CCCN(C(=O)c2ccc(CS(=O)(=O)Cc3ccccc3C)o2)C1 (centres undefined) | -14 | x
COc1cccc(OCc2nnc(SCC(=O)NCc3ccco3)n2C)c1 | x | 2
O=C(Nc1cc2c(cc1Cl)OCCO2)c1ccco1 | x | 2
COc1ccc(OC)c(NC(=O)c2cnn(-c3ccccc3Cl)c2NC(=O)c2ccco2)c1 | x | 3
COC(=O)c1cc(CSc2nc3ccccc3[nH]2)oc1C | x | -16

Screening data as filed in PubChem BioAssay.
